Rin1-Abl PPI inh: inhibitors of human Rin1-Abl protein interaction; 0.4% of 360,000 active; TR-FRET Rin1/Abl binding, biochemical; inhibition, % at 7.35 µM; in the data active = inhibition above about 5%, passing the limit was not always enough
CSN deneddyl inh: blocks human CSN-mediated cullin deneddylation; Q92905; Purified CSN, SCF-Nedd8-OG deneddylation, fluorescence polarization; inhibition, % at 12.5 µM; 0.38% of 360,000 active; AID 651999;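 active = pattern-corrected inhibition above about 35%, with an unprinted fluorescence ratio check between 0.5 and 1.5, limit read from the data, passing the limit was not always enough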;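 note: 0% = enzyme with substrate and 100% = substrate without enzyme; some results filed as inactive read as strong as hits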
Target sequence (Q92905 whole entry, looked up, one chain of several): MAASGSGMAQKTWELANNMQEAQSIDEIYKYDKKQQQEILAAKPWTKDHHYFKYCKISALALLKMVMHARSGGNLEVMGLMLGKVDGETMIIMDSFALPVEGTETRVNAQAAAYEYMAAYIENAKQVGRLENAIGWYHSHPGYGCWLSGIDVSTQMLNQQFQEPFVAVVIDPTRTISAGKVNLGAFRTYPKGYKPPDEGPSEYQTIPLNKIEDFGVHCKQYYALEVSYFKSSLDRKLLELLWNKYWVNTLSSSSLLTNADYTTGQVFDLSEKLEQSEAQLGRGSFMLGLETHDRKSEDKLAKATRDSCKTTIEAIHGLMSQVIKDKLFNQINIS
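Schedule: reaction 90 min, room temperature / Assay system: HEK293T-derived human Csn5 enzyme / Input: Csn5 at 0.24 nM final / Measure: inhibition of Csn5 cleavage, % / Control set: substrate-only high control, full reaction low control / Technique: fluorescence polarization of the substrate / Buffer or medium: Tris/NaCl/DTT buffer, pH 7.5 / Reagent: SCFSkp2-Nedd8OG substrate at 10 nM final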
STEP inh: inhibitors of human striatal-enriched phosphatase STEP | P54829 | inhibition, % at 20 µM | recombinant STEP, OMFP fluorogenic substrate, fluorescence | 0.25% of 360,000 active | AID 588621;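 active = inhibition at 20 µM, scaled per plate between control wells, above about 37%, limit read from the data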;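 note: 0% = DMSO with enzyme and substrate and 100% = substrate only without enzyme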
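Material: STEP (striatal-enriched tyrosine phosphatase) enzyme, cell-free; Compound dosing: 20 µM single dose in 1% DMSO; Technique: fluorescence read at 480 nm ex / 540 nm em; Times: reaction 20 min, ambient temperature; Medium: 50 mM Bis-Tris pH 6.0 with 2.5 mM DTT and 0.005% Tween 20; Also added: OMFP at 25 µM.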
SUMO1 PPI mod: modulators of human SUMO1-mediated protein-protein interactions; SUMO1 binding to a labelled peptide, TR-FRET, 1 h; AID 602429; inhibition, % at 20 µM; P63165; 0.33% of 360,000 active; in the data active = inhibition above about 37%
Rpn11 block: blocks the human proteasome subunit Rpn11. human 26S proteasome, Ub4-pepOG fluorescence polarization; 20S core pre-blocked with epoxomicin. O00487. 0.59% of 360,000 active. calls only at 20 µM;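 active = inhibition at 20 µM, scaled to each plate's controls, above about 33%, limit read from the data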
Target sequence (O00487 whole entry, looked up): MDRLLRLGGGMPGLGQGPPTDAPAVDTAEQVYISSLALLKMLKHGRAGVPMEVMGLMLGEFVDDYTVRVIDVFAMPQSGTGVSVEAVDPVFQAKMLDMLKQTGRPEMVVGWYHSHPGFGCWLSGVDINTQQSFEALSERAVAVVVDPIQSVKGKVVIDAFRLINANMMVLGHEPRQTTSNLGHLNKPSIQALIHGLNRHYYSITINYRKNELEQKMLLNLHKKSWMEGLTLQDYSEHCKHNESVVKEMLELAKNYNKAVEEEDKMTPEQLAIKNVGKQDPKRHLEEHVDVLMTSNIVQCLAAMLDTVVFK
DNMT1 block: blocks human DNA methyltransferase DNMT1 | P26358 | DNMT1 molecular beacon, Hinp1I cleavage, fluorescence | inhibition (reported as % activation of signal), % at 10 µM | 0.83% of 360,000 active | AID 588458; in the data active = inhibition above about 50%
Neddyl block: inhibitors of human cullin neddylation; 0.58% of 360,000 active; calls only at 25 µM; TR-FRET cullin neddylation, biochemical; AID 651699; in the data active = inhibition above about 36%
Scp-1 inhibitor: inhibitors of human Scp-1 phosphatase; Recombinant Scp1, phosphopeptide, malachite green phosphate absorbance; 0.88% of 340,000 active; inhibition, % at 20 µM;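 active = inhibition above about 50% at 20 µM, limit read from the data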;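 note: plate controls were DMSO wells with enzyme for no effect and wells lacking enzyme for full effect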
Target sequence (Q9GZU7 76-261 limits assumed): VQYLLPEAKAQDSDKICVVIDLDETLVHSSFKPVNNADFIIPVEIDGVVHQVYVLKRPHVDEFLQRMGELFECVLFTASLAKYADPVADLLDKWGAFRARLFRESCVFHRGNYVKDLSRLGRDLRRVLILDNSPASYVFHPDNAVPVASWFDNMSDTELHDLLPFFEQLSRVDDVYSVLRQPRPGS
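Test system: SCP-1 catalytic domain; Buffer or medium: Acidic Tris acetate buffer with magnesium and detergent; Also added: Phosphorylated 17-residue peptide substrate; Compound: single 20 µM dose, 1% DMSO; Schedule: enzyme reaction 45 min at room temperature, colour 5 min, stabilisation 30 min; Signal: Phosphate-binding colour reagent, absorbance read at 630 nm.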
LMPTP inh: blocks human LMPTP phosphatase | P24666 | recombinant LMPTP-A, OMFP fluorogenic substrate, fluorescence intensity | inhibition, % at 20 µM | 0.22% of 360,000 active;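 active = compounds that cut the enzyme signal by at least half of the control window in the single-dose screen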;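 note: plate controls were DMSO wells with enzyme plus substrate for no effect and substrate without enzyme for full effect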
Target sequence (P24666 whole entry, looked up): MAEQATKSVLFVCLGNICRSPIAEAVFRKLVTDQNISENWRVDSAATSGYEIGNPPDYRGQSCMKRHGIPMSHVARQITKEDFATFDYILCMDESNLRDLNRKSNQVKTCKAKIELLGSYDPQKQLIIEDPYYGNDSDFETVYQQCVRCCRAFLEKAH
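Test system: LMPTP-A phosphatase enzyme. Amount: LMPTP-A at 0.625 nM final in the reaction. Reagent: OMFP substrate, 400 µM final. Times: 50 min at room temperature. Signal: endpoint fluorescence intensity from OMFP dephosphorylation. Read-out basis: % inhibition. Benchmarks: no-enzyme and uninhibited controls.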
NadD block: inhibitors of Staphylococcus aureus NadD; AID 602399; purified NadD enzyme, colorimetric absorbance read-out; inhibition, % at 20 µM; 0.78% of 360,000 active; in the data active = inhibition above about 26%; note: some compounds past the cut are filed as inactive
Numbers without * were called inactive; i = inactive; . = no result given; + = active, no number.

Screens in order – Rin1-Abl PPI inh | CSN deneddyl inh | STEP inh | SUMO1 PPI mod | Rpn11 block | DNMT1 block | Neddyl block | Scp-1 inhibitor | LMPTP inh | NadD block
- O=C(COC(=O)c1cn(-c2ccccc2)nc1-c1ccccc1)c1cccc([N+](=O)[O-])c1
  -4 | -7 | 2 | -6 | i | 0 | i | -17 | 2.4 | 2
- Cc1ccc(NC(=S)N(CCCN2CCC(C)CC2)Cc2ccco2)cc1C
  1 | -4 | 0 | 1 | i | -1 | i | 8 | -1.4 | -5
- Cc1cccc(C(=O)NC(C)C2CC3CCC2C3)c1 (centres undefined)
  0 | -3 | -2 | 4 | i | -2 | i | -7 | -0.9 | -6
- O=C1N(c2ccccc2C(F)(F)F)O[C@]1(c1ccccc1)C1CCCCC1
  1 | -3 | 3 | -1 | i | 3 | i | 2 | 2.0 | 3
- Cc1ccccc1C(=O)NC1CC2CCCC(C1)N2Cc1ccccc1Cl (centres undefined)
  1 | -1 | -2 | -3 | i | 5 | i | . | -2.2 | -3
- CC(OC(=O)COc1ccc(C#N)cc1)C(=O)Nc1ccc(Cl)cn1 (centres undefined)
  1 | 0 | -2 | -5 | i | 1 | i | -8 | -0.2 | 4
- O=C(COC(=O)c1n[nH]c(=O)c2ccccc12)c1ccc(Cl)cc1
  3 | -7 | -1 | -2 | i | -1 | i | 0 | -1.0 | -8
- Cn1nnnc1SCC(=O)N(C1CCCCC1)C1CCCCC1
  2 | 3 | -1 | 1 | i | 1 | i | 9 | -0.2 | -6
- O=C(CNC(=S)NC(=O)c1cccc([N+](=O)[O-])c1)c1ccccc1
  4 | 2 | -3 | -9 | i | 5 | i | -5 | -0.7 | -2
- O=C(Nc1ccc(C2=NCCN2)cc1)c1ccc(C(=O)Nc2ccc(C3=NCCN3)cc2)c([N+](=O)[O-])c1
  0 | 117* | 14 | 96* | + | -6 | i | -7 | 82* | 50*
- Nc1nc(-c2ccccc2)cc(N2CCCCC2)n1
  1 | 5 | 1 | 2 | i | -2 | i | -5 | 1.8 | -10
- Cc1cc(NC(=O)C(C)SCC(=O)N(C)Cc2c(F)cccc2Cl)no1 (centres undefined)
  0 | -4 | 1 | 3 | i | 0 | i | -10 | -1.6 | -3
- Cc1ccc(C(=O)c2cccc(N)c2)cc1C
  0 | -6 | 0 | -2 | i | 0 | i | -1 | -0.6 | -1
- Cc1ccc(-n2c3c(cc(C(=O)O)c2=O)C(=O)CC(C)(C)C3)cc1
  2 | 7 | 0 | -7 | i | 3 | i | -3 | -0.3 | -3
- CCCn1c(SCC(=O)NC2CCCCC2)nnc1C1CC1
  0 | 5 | 2 | 0 | i | 0 | i | -2 | -0.4 | -2
- C=CCn1c(C(C)NC(=O)CCC)nc2ccccc21 (centres undefined)
  -1 | 4 | 1 | 3 | i | 5 | i | 16 | -0.8 | -2
- COc1cccc(CN(c2ccc3c(c2)CCC3)S(=O)(=O)c2ccc(-n3cnnn3)c(OC)c2)c1
  -2 | -5 | -3 | -2 | i | -4 | i | -14 | 0.9 | -4
- CCN(CC(=O)Nc1c(F)cccc1F)C(=O)c1ccc(C(F)(F)F)cc1
  1 | -3 | -2 | 1 | i | -1 | i | -4 | 0.2 | -3
- O=C(COC(=O)c1cc([N+](=O)[O-])ccc1N1CCOCC1)NC1CCS(=O)(=O)C1 (centres undefined)
  -3 | -1 | 0 | -28 | i | 3 | i | -6 | -0.8 | 1
- O=C(CSc1ccc(-c2ccncc2)nn1)N1CCCCC1
  -1 | 2 | -2 | 3 | i | 2 | i | 0 | -0.4 | -5
- CCSc1nc(O)c(C2OC(=O)c3c2ccc(OC)c3OC)c(=O)n1-c1ccccc1 (centres undefined)
  2 | 7 | 0 | 0 | i | 9 | i | -4 | -1.8 | 6
- CC(C)(C)c1ccc(C(=O)N2CCC(C(=O)NCC3CCCO3)CC2)cc1 (centres undefined)
  -2 | 2 | -4 | -2 | i | 1 | i | -8 | -0.3 | -7
- O=C(CCC(=O)c1ccc(Cl)cc1)OCC(=O)c1ccccc1
  -4 | -1 | 1 | 1 | i | -1 | i | -12 | 0.1 | -11
- O=C(CSc1nc(-c2ccco2)cc(C(F)(F)F)n1)Nc1ccc(C(=O)N2CCOCC2)cc1
  -2 | 1 | 2 | -6 | i | -1 | i | 1 | -1.6 | 4
- CSc1nsc(SCc2ccc(Cl)cc2)n1
  0 | -7 | 0 | -5 | i | -3 | i | -8 | 2.6 | -4
- C=CCN(c1ccccc1OC)S(=O)(=O)c1cccc(C(=O)OCC(=O)c2c(N)n(C)c(=O)n(C)c2=O)c1
  1 | -1 | 1 | 4 | i | -6 | i | -8 | 3.6 | 7
- O=C(NC(=S)Nc1ccccc1O)c1cccnc1
  1 | 0 | 2 | -1 | i | 2 | i | 0 | 0.7 | 0
- O=C(COC(=O)c1ccccc1SCC(=O)NC1CCS(=O)(=O)C1)NC1CCS(=O)(=O)C1 (centres undefined)
  1 | -3 | -2 | -6 | i | 0 | i | -7 | -0.3 | 1
- CC(C)(CO)NC(=O)Nc1ccc(Cl)c(Cl)c1
  0 | -4 | -4 | -2 | i | 5 | i | 3 | 0.5 | 1
- COc1ccc(C(=O)NC(=O)CSc2n[nH]c(N)n2)cc1
  2 | 3 | -2 | 3 | i | 0 | i | -4 | -2.4 | -3

Already shown: 8 of the compounds above.
Screens in order – Rin1-Abl PPI inh | CSN deneddyl inh | STEP inh | SUMO1 PPI mod | Rpn11 block | DNMT1 block | Neddyl block | Scp-1 inhibitor | LMPTP inh | NadD block
- O=C(COC(=O)c1cn(-c2ccccc2)nc1-c1ccccc1)c1cccc([N+](=O)[O-])c1
  -4 | -7 | 2 | -6 | i | 0 | i | -17 | 2.4 | 2
- Cc1ccc(NC(=S)N(CCCN2CCC(C)CC2)Cc2ccco2)cc1C
  1 | -4 | 0 | 1 | i | -1 | i | 8 | -1.4 | -5
- Cc1cccc(C(=O)NC(C)C2CC3CCC2C3)c1 (centres undefined)
  0 | -3 | -2 | 4 | i | -2 | i | -7 | -0.9 | -6
- O=C1N(c2ccccc2C(F)(F)F)O[C@]1(c1ccccc1)C1CCCCC1
  1 | -3 | 3 | -1 | i | 3 | i | 2 | 2.0 | 3
- Cc1ccccc1C(=O)NC1CC2CCCC(C1)N2Cc1ccccc1Cl (centres undefined)
  1 | -1 | -2 | -3 | i | 5 | i | . | -2.2 | -3
- CC(OC(=O)COc1ccc(C#N)cc1)C(=O)Nc1ccc(Cl)cn1 (centres undefined)
  1 | 0 | -2 | -5 | i | 1 | i | -8 | -0.2 | 4
- O=C(COC(=O)c1n[nH]c(=O)c2ccccc12)c1ccc(Cl)cc1
  3 | -7 | -1 | -2 | i | -1 | i | 0 | -1.0 | -8
- Cn1nnnc1SCC(=O)N(C1CCCCC1)C1CCCCC1
  2 | 3 | -1 | 1 | i | 1 | i | 9 | -0.2 | -6

(listing goes on)
Screens in order – Rin1-Abl PPI inh | CSN deneddyl inh | STEP inh | SUMO1 PPI mod | Rpn11 block | DNMT1 block | Neddyl block | Scp-1 inhibitor | LMPTP inh | NadD block
- Cc1cc(OCc2ccc(C(=O)n3cccn3)o2)ccc1Cl
  -3 | 0 | 3 | -3 | i | 6 | i | -11 | 1.7 | -5
- COc1cccc(CN2C(=O)Nc3ccccc3C(=O)N2C(C)(C)C)c1
  -4 | -4 | -6 | 1 | i | 5 | i | 3 | 0.9 | -2
- COC(=O)C1(CC2CC(c3cccc(Br)c3)=NO2)CCN(C(=O)OC(C)(C)C)CC1 (centres undefined)
  5 | 0 | -3 | -2 | i | 1 | i | -9 | 1.7 | -8
- CC(=O)c1cc(NC(=O)c2ccccc2)c(=O)oc1C
  0 | -1 | 2 | -3 | i | 3 | i | -10 | -0.6 | -1
- CCS(=O)(=O)c1nc2ccccc2n1CC(=O)N1CCOCC1
  -2 | 0 | -1 | 1 | i | 3 | i | -6 | 1.2 | 2
- Nc1[nH]c(N=NC(=O)c2ccc(Cl)cc2)c2ccccc12
  -2 | 4 | -2 | -7 | i | 2 | i | -5 | -0.6 | 0
- C/C(=N\Nc1ccc(C(=O)O)cc1)c1ccc2c(c1)Nc1ccccc1S2
  -5 | 5 | -2 | 5 | i | -12 | i | 3 | 4.3 | 9
- COCCNC(=S)N(CCc1c(C)[nH]c2ccc(OC)cc12)Cc1ccco1
  0 | -3 | 1 | -4 | i | -6 | i | -6 | 1.3 | 4
- COc1ccc(Cl)cc1NC(=O)C1CCCO1 (centres undefined)
  2 | -3 | 0 | -4 | i | 4 | i | -8 | -1.9 | -3
- Cn1cc(Br)c(C(=O)N2CCN(c3cccc(Cl)c3)CC2)n1
  -2 | 1 | 0 | 1 | i | -2 | i | 0 | -0.1 | 6
- CCOC(=O)NC(=O)CSc1ccc(S(=O)(=O)N2CCCCC2)cn1
  0 | 2 | 1 | -6 | i | 4 | i | -2 | 0.4 | -2
- Cc1ccc(-c2cccc(C(=O)NCc3ccccc3)n2)c2ccccc12
  0 | 5 | 2 | -5 | i | 2 | i | -11 | 6.6 | -10
- CC(=O)N1CCc2c(sc(NC(=O)C3CCCCC3)c2C(N)=O)C1
  -3 | 0 | -1 | 5 | i | -10 | i | -13 | -0.9 | 2
- COC(=O)c1cc(=O)n(CCc2ccccc2F)c(=Nc2ccc(F)c(Cl)c2)s1
  2 | 2 | 1 | 6 | i | -8 | i | -23 | 4.0 | -2
- C#CCOCCOCCOCCNc1nc(N2CCN(C(=O)CCCCCCCCCCNC(=O)[C@H]([C@@H](C)CC)n3cc(CCCCCN)nn3)CC2)nc(N2CCN(C(=O)CCCCCCCCCCNC(=O)[C@H](CCCCN)n3cc(CCCC(=O)O)nn3)CC2)n1
  4 | -4 | 2 | -175 | i | -69 | i | 29 | -4.0 | 27
- COC(=O)/C=C1\OCc2cc(OC)c(OCc3ccccc3)cc21
  . | -2 | . | 10 | . | . | i | . | 10 | .
- O=C(NC1(C(F)(F)F)NC(=O)N(Cc2cccnc2)C1=O)c1ccncc1 (centres undefined)
  1 | 1 | 0 | -2 | i | 5 | i | -1 | -0.4 | 5
- Cc1ccccc1NC(=O)Cn1c(C)nc2ccc(N)cc2c1=O
  -1 | -5 | -3 | -7 | i | 0 | . | -4 | -0.3 | 3
- CC(=O)N1CCN(C(=O)CSc2nc3c(cnn3-c3ccccc3)c(=O)[nH]2)CC1
  -3 | -3 | 2 | 6 | i | 5 | i | -13 | -6.7 | -8

Another view of some results above:
mol	Rin1-Abl PPI inh	CSN deneddyl inh	STEP inh	SUMO1 PPI mod	Rpn11 block	DNMT1 block	Neddyl block	Scp-1 inhibitor	LMPTP inh	NadD block
CC(=O)N1CCc2c(sc(NC(=O)C3CCCCC3)c2C(N)=O)C1	-3	0	-1	5	i	-10	i	-13	-0.9	2
COC(=O)c1cc(=O)n(CCc2ccccc2F)c(=Nc2ccc(F)c(Cl)c2)s1	2	2	1	6	i	-8	i	-23	4.0	-2
